Bioassay records as filed in PubChem BioAssay.
PLK1 PBD inh: Plk1 polo box domain binding inhibitors, primary screen, biochemical, fluorescence polarization; Plk1 PBD phosphopeptide binding; inhibition, %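 (tested at about 20 µM)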; actives 0.13% (n = 97,000); in the data active = inhibition above about 34%, passing the limit was not always enough
PLK1 kinase inh: human PLK1 kinase inhibitors, primary screen, biochemical, TR-FRET; Serine/threonine-protein kinase PLK1 (Homo sapiens), P53350; recombinant PLK1 kinase, TR-FRET peptide phosphorylation; inhibition, % at 10 µM; actives 0.53% (n = 97,000); AID 619, 2007;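 active = inhibition of 50% or more in the single-concentration screen; inactive = inhibition below 50%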;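 also: 0% = DMSO max control and 100% = H-89 dihydrochloride min control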
PLAP act: PLAP enzyme activators, biochemical, luminescence, HTS; Alkaline phosphatase, placental type (Homo sapiens), P05187; purified PLAP enzyme, luminescent substrate read-out; hits give high values; activation fold at 20 µM; actives 1.2% (n = 96,000); in the data active = activation fold above about 2
Target sequence (P05187 whole entry, looked up): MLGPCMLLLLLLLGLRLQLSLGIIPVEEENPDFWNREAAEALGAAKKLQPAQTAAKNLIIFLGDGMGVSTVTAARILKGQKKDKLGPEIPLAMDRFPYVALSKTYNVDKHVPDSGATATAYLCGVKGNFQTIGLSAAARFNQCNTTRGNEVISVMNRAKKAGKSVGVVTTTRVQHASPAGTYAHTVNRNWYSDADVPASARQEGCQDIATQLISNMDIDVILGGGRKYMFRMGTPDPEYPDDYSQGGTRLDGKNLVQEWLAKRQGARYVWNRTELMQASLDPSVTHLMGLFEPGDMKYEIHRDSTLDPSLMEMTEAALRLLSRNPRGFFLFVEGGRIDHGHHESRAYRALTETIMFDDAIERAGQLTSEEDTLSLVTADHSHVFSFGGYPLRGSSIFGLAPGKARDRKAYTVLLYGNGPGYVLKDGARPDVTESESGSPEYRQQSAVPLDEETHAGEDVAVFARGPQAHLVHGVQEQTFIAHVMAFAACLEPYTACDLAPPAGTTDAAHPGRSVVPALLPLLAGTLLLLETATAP
S1P2 ag: S1P2 receptor agonists, primary screen, cell-based; AID 729, 2007; actives 0.46% (n = 97,000); Sphingosine 1-phosphate receptor 2 (Homo sapiens), O95136; S1P2-expressing cell line, agonist reporter read-out; activation, % at 4.5 µM; in the data active = activation above about 16%;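 also: 0% = vehicle low control and 100% = maximal reference agonist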
Target sequence (O95136 whole entry, looked up): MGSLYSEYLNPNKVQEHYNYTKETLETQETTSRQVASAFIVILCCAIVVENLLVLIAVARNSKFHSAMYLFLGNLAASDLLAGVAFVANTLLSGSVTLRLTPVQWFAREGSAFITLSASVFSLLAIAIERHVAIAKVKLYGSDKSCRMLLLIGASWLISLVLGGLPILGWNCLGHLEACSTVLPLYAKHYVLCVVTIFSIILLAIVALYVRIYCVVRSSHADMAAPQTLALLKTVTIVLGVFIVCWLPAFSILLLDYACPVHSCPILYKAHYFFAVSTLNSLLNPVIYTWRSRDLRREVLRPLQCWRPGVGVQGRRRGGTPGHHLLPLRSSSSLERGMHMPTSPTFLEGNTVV
MT1-MMP txn act: MT1-MMP promoter reporter activation – cell-based, luciferase luminescence, primary screen; HT1080 MT1-MMP promoter luciferase reporter, overnight; hits give high values; activation factor at 10 µM; actives 0.16% (n = 86,000);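 active = activation factor of at least 2 for MT1-MMP transcription at 10 µM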
EphB4 antag: EphB4-ephrin-B2 interaction antagonists, primary screen, biochemical, TNYL-RAW peptide probe, fluorescence polarization; AID 720, 2007; actives 0.15% (n = 97,000); EphB4 LBD / TNYL-RAW-Alexa532 peptide; inhibition, % at 7 µM;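 active = inhibition above the screen-wide mean inhibition plus 3 SD, cut at about 15% in these data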;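 also: 0% = DMSO wells and 100% = excess unlabeled TNYL-RAW peptide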
HIV Rev-RRE inh: HIV-1 Rev-RRE binding inhibitors, primary screen, biochemical, FRET, protein-RNA interaction; Rev peptide-RRE RNA binding; inhibition, % at 8 µM; actives 0.79% (n = 97,000);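 active = inhibition above the screen-wide mean plus 3 SD, cut at about 35% in these data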;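 also: 0% = median DMSO wells and 100% = median Neomycin B control wells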
Target sequence (P05866 whole entry, looked up): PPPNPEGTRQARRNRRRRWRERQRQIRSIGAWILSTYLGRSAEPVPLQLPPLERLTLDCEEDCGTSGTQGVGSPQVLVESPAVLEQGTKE
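Assay system: Rev peptide and RRE RNA, both fluorescently labelled; times: 5 min preincubation and 15 min binding, 25 °C; detection: FRET, ex 480 nm, em 540 and 671 nm; read-out basis: % inhibition from 671/540 nm acceptor-to-donor ratio, scaled between controls; benchmarks: DMSO low control, neomycin B high control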
FAK inh: FAK kinase inhibitors, primary screen, biochemical; inhibition, %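 (tested at 7 µM)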; biochemical FAK kinase activity assay; actives 0.84% (n = 97,000); Focal adhesion kinase 1 (Homo sapiens), Q05397; in the data active = inhibition above about 19%;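 also: 0% = DMSO and 100% = reference compound high control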
S1P2 blocker: human S1P2 receptor antagonists, primary screen, cell-based; cell-based S1P2 antagonist assay, inhibition at 5 uM; inhibition, % at 5 µM; actives 0.21% (n = 97,000); in the data active = inhibition above about 45%;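 also: CRE beta-lactamase reporter cells expressing human S1P2 stimulated with S1P; 0% = agonist at EC80 alone and 100% = agonist plus reference antagonist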
* marks the source's active call; other numbers are inactive results; x = no result given. Rows are unselected (roughly 3.9% active in at least one column).

No. | canonical_smiles | PLK1 PBD inh | PLK1 kinase inh | PLAP act | S1P2 ag | MT1-MMP txn act
1 | CCOC(=O)c1cnc2c(cnn2C)c1NCCC(O)C(F)(F)F (stereo unspecified) | -18 | 1 | 1.3 | -3 | x
2 | COc1ccc(OCCCC(=O)Nc2ccc3c(c2)OCO3)cc1 | -32 | -15 | 0.9 | -2 | 1.1
3 | CCOC(=O)C(NC(C)=O)(Nc1ccc(F)cc1)C(F)(F)F (stereo unspecified) | 24 | 1 | 1 | -5 | 1.2
4 | Cc1ccc(-c2nn(-c3ccccc3)cc2CN(Cc2ccccc2)C(=O)CCC(=O)O)o1 | -4 | -15 | 1.5 | -7 | 1.1
5 | Cc1ccc(CSc2sc(C(=O)c3ccccc3)c(N)c2C#N)cc1 | 3 | -12 | 0.8 | -8 | 1
6 | COc1ccc(NC(=O)Cn2nnc(-c3ccccc3F)n2)cc1Cl | 6 | -7 | 1 | 0 | 1.1
7 | Cn1c(COc2ccc3ccccc3c2)nnc1SCC(=O)OC1CCCCC1 | -1 | -3 | x | -4 | 1.1
8 | Cc1noc(C)c1S(=O)(=O)N(CC(=O)NCc1ccc(Cl)cc1)c1ccc2c(c1)OCO2 | -27 | -2 | 0.9 | -3 | 1.1

No. | EphB4 antag | HIV Rev-RRE inh | FAK inh | S1P2 blocker
1 | -7 | -1 | -3 | -14
2 | 1 | 3 | -3 | 14
3 | 9 | 3 | 7 | 17
4 | 11 | 1 | -3 | 12
5 | 3 | 18 | 1 | -11
6 | 0 | 9 | -1 | -4
7 | 0 | 4 | 3 | -7
8 | -1 | 8 | -2 | -10

The list goes on.
No. | canonical_smiles | PLK1 PBD inh | PLK1 kinase inh | PLAP act | S1P2 ag | MT1-MMP txn act
9 | CCCCOC(=O)C1CCC[C@@H](C)N1 (stereo partly specified) | -27 | -9 | 0.9 | -7 | 1.1
10 | O=C(COc1ccc2ccccc2c1)N1CCN(c2ccccc2O)CC1 | 18 | 0 | 1.1 | -4 | 1.2
11 | COCCNC(=O)Cn1c(=O)n(C)c2ccccc21 | -31 | -6 | 0.9 | -3 | 1.1
12 | Cc1ccccc1C(=O)N1CCC(C(=O)Nc2cccc(F)c2)CC1 | -13 | 0 | 1.4 | -1 | 1.1
13 | CCN(CC)c1nc(C)c(C(C)=O)cc1C#N | 4 | 4 | 1.2 | 0 | 1.2
14 | Cc1ccc(C)c(NC(=O)CNS(=O)(=O)c2ccccc2)c1 | 26 | -13 | 1 | -5 | 1.1
15 | CCOC(=O)C1CCCN(CCC(=O)Nc2ccc(F)c(F)c2)C1 (stereo unspecified) | 1 | -7 | 1.3 | -9 | 1.2
16 | CCN1CCN(C(=O)CCc2ccc(S(=O)(=O)NCCc3ccccc3)cc2)CC1 | 6 | -12 | x | -2 | 1.2

No. | EphB4 antag | HIV Rev-RRE inh | FAK inh | S1P2 blocker
9 | -8 | -2 | -6 | -9
10 | -2 | 2 | 0 | -3
11 | -3 | 7 | -1 | 4
12 | -1 | 2 | -1 | 11
13 | 12 | 0 | 0 | -10
14 | 0 | 5 | -2 | -4
15 | 7 | 6 | 0 | 14
16 | 5 | 8 | 2 | 3

(further entries)
No. | canonical_smiles | PLK1 PBD inh | PLK1 kinase inh | PLAP act | S1P2 ag | MT1-MMP txn act
17 | Cc1onc(-c2c(F)cccc2Cl)c1C(=O)N1CCc2ccccc21 | -6 | 4 | 1 | -2 | 1.1
18 | Cn1c(C(=O)NCCCN2CCCCCC2)cc2c(=O)n(C)c3ccccc3c21 | -13 | 1 | 1.5 | -3 | 1.2
19 | CCOC(=O)c1ccc(NC(=S)NCCc2ccccc2)cc1 | -4 | -10 | 0.9 | -3 | x
20 | COc1ccc2c(c1)c(=O)oc1cc(OCC(=O)NC3CC3)ccc12 | 23 | -17 | 0.8 | 0 | 1.1
21 | N/C(=N\OC(=O)c1ccc(Br)cc1)c1ccccc1 | -4 | -3 | 0.9 | -3 | x
22 | Cc1ccc(-n2nc(C)c(NS(=O)(=O)c3ccccc3)c2C)cc1C | 2 | -4 | 1.3 | -2 | 1.1
23 | O=[N+]([O-])c1cc(C(F)(F)F)ccc1NCCCCNS(=O)(=O)c1ccc2ccccc2c1 | 6 | -11 | 0.8 | -4 | x
24 | CCCC(=O)Nc1ccc(NC(=O)C23CC4CC(CC(C4)C2)C3)cn1 | 14 | 2 | 1.1 | -5 | 1.5

No. | EphB4 antag | HIV Rev-RRE inh | FAK inh | S1P2 blocker
17 | 8 | 10 | -2 | -2
18 | 6 | 8 | 13 | 21
19 | 4 | 0 | -2 | -5
20 | 9 | 1 | 3 | -23
21 | -4 | 6 | 0 | 4
22 | 2 | 11 | 1 | 3
23 | 1 | 12 | 1 | 20
24 | -2 | 2 | -1 | 19

Random excerpt: 4 compounds from above.
No. | canonical_smiles | PLK1 PBD inh | PLK1 kinase inh | PLAP act | S1P2 ag | MT1-MMP txn act
24 | CCCC(=O)Nc1ccc(NC(=O)C23CC4CC(CC(C4)C2)C3)cn1 | 14 | 2 | 1.1 | -5 | 1.5
3 | CCOC(=O)C(NC(C)=O)(Nc1ccc(F)cc1)C(F)(F)F (stereo unspecified) | 24 | 1 | 1 | -5 | 1.2
17 | Cc1onc(-c2c(F)cccc2Cl)c1C(=O)N1CCc2ccccc21 | -6 | 4 | 1 | -2 | 1.1
5 | Cc1ccc(CSc2sc(C(=O)c3ccccc3)c(N)c2C#N)cc1 | 3 | -12 | 0.8 | -8 | 1

No. | EphB4 antag | HIV Rev-RRE inh | FAK inh | S1P2 blocker
24 | -2 | 2 | -1 | 19
3 | 9 | 3 | 7 | 17
17 | 8 | 10 | -2 | -2
5 | 3 | 18 | 1 | -11

Continuation.
No. | canonical_smiles | PLK1 PBD inh | PLK1 kinase inh | PLAP act | S1P2 ag | MT1-MMP txn act
25 | COc1ccccc1N1CCN(CC(=O)Nc2ccc(C)c(F)c2)CC1 | 5 | -6 | 1.6 | -10 | 1.1
26 | COc1cc(NCCCCCCCN)c2ncccc2c1 | 14 | -6 | x | -2 | 0.9
27 | COc1ccc(CNS(=O)(=O)c2cc(OCC(N)=O)c(C)cc2Cl)cc1 | -1 | -7 | 0.9 | -9 | 1.1
28 | COc1cc(OC)c(C2C(C(=O)Nc3ccc(C)cc3C)=C(C)Nc3ncnn32)cc1OC (stereo unspecified) | -4 | -2 | 1.4 | -7 | 1
29 | Cc1[nH]nc2c1C(c1ccsc1)C(C#N)=C(N)O2 (stereo unspecified) | -2 | 52* | 0.9 | -1 | x
30 | Cc1cc(C)cc(-n2c(SCC(=O)NCc3ccco3)nc3ccccc3c2=O)c1 | 23 | -5 | 0.9 | -5 | 1.1
31 | CCCCSc1[nH]c(=O)c(C(=O)OCC)cc1C#N | -10 | -7 | 0.9 | -3 | 1.1
32 | CCC(=O)Nc1nc(-c2ccccc2)ns1 | 9 | -13 | x | -2 | 1.7

No. | EphB4 antag | HIV Rev-RRE inh | FAK inh | S1P2 blocker
25 | 5 | 8 | 8 | 9
26 | 4 | -8 | 16 | 9
27 | 4 | 6 | 3 | 25
28 | 2 | 6 | -2 | 17
29 | -1 | 9 | 2 | 11
30 | 0 | 12 | -1 | -5
31 | 9 | 1 | -4 | 10
32 | -3 | 6 | 1 | -13

Next section; it opens with the 5 that closed the last part.
No. | canonical_smiles | PLK1 PBD inh | PLK1 kinase inh | PLAP act | S1P2 ag | MT1-MMP txn act
28 | COc1cc(OC)c(C2C(C(=O)Nc3ccc(C)cc3C)=C(C)Nc3ncnn32)cc1OC (stereo unspecified) | -4 | -2 | 1.4 | -7 | 1
29 | Cc1[nH]nc2c1C(c1ccsc1)C(C#N)=C(N)O2 (stereo unspecified) | -2 | 52* | 0.9 | -1 | x
30 | Cc1cc(C)cc(-n2c(SCC(=O)NCc3ccco3)nc3ccccc3c2=O)c1 | 23 | -5 | 0.9 | -5 | 1.1
31 | CCCCSc1[nH]c(=O)c(C(=O)OCC)cc1C#N | -10 | -7 | 0.9 | -3 | 1.1
32 | CCC(=O)Nc1nc(-c2ccccc2)ns1 | 9 | -13 | x | -2 | 1.7
33 | Cc1nc(-c2ccccc2)sc1-c1n[nH]c(=S)n1C | 27 | -11 | 1.2 | -4 | x
34 | O=C(Cc1ccccn1)Nc1ccccc1 | -7 | -11 | 0.9 | -1 | 1.1
35 | O=C(c1cc2sccc2n1Cc1ccccc1)N1CCCc2ccccc21 | -23 | -3 | 1.3 | 4 | x
36 | COc1ccc(C=NCCC2(O)CC(C)N(C)CC2C)cc1 (stereo unspecified) | -8 | 12 | x | -5 | 1.4
37 | Cc1cccc(NC(=O)CSc2nnc(Cn3cnc4ccccc43)o2)c1 | -8 | -14 | x | -4 | 1.2
38 | C=CCNC(=O)CCCC(=O)NCC=C | -21 | -14 | 1.1 | -3 | 1
39 | CCOc1ccc(C(=O)C2CCN(CC(=O)Nc3ccccc3N3CCOCC3)CC2)cc1 | -1 | -8 | 1.5 | -3 | 1.3
40 | CC(Oc1ccc(-c2ccccc2)c(F)c1)c1ccn(S(=O)(=O)c2ccc(Cl)cc2)n1 (stereo unspecified) | 11 | -6 | 0.6 | 1 | x

No. | EphB4 antag | HIV Rev-RRE inh | FAK inh | S1P2 blocker
28 | 2 | 6 | -2 | 17
29 | -1 | 9 | 2 | 11
30 | 0 | 12 | -1 | -5
31 | 9 | 1 | -4 | 10
32 | -3 | 6 | 1 | -13
33 | -7 | -6 | -10 | 8
34 | -2 | 5 | -1 | -2
35 | -2 | 12 | 1 | -23
36 | -5 | 11 | 0 | -6
37 | -7 | 1 | 0 | 11
38 | 0 | 9 | -1 | -8
39 | -3 | 1 | -1 | -3
40 | 2 | 22 | 6 | 17

The list goes on:
No. | canonical_smiles | PLK1 PBD inh | PLK1 kinase inh | PLAP act | S1P2 ag | MT1-MMP txn act
41 | O=c1[nH]c2cc3c(cc2cc1CN(CCCO)Cc1nnnn1Cc1ccc(F)cc1)OCO3 | -33 | -6 | 0.9 | -6 | 1
42 | CC1CN(S(=O)(=O)c2ccc(C(=O)Nc3nnc(-c4ccc5c(c4)CCCC5)o3)cc2)CC(C)O1 (stereo unspecified) | -7 | -23 | 1.9 | -4 | 0.9
43 | Cc1[nH]nc2c1C1(CCC3(CC1)OCCO3)C(C#N)=C(N)O2 | -1 | 28 | 0.9 | -3 | 1
44 | Cc1ccc(Oc2nc3ccccc3n3cccc23)cc1 | 4 | -4 | 1 | -3 | x
45 | CCC(C)NCc1ccc(C(=O)OC)o1 (stereo unspecified) | -20 | -9 | 1 | -9 | 1.1
46 | Cc1ccc(CNC(=O)/C(C#N)=C\c2ccc(N(C)C)cc2)cc1 | -16 | -1 | 1 | -5 | x
47 | COc1cccc(-n2cnc3scc(-c4cccs4)c3c2=O)c1 | -14 | 8 | 1.1 | 1 | 1.1
48 | CCN(CC)c1ccc(NS(=O)(=O)c2ccc3c(c2)oc(=O)n3C)c(C)c1 | 12 | -9 | 1.1 | -2 | 1

No. | EphB4 antag | HIV Rev-RRE inh | FAK inh | S1P2 blocker
41 | -5 | 19 | -1 | 2
42 | 5 | 2 | -6 | -19
43 | -8 | 1 | 7 | -5
44 | 6 | 8 | 1 | 4
45 | -5 | 2 | -3 | -7
46 | 6 | 19 | -3 | 3
47 | 3 | 7 | -1 | -42
48 | -9 | 0 | 0 | -13
